# From PubChem BioAssay
# CYP2C9 inhib – blocks human cytochrome P450 2C9; CYP2C9 Supersomes, luciferin-H conversion, luminescence; inhibition, % at 5 µM; actives 20% (n = 96,000); AID 777;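 active = blocking of liver enzyme CYP2C9 beyond about 50% at 5 µM, limit read from the data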; note: values of inactives mirror those of a sister screen read the other way
# MT1-MMP txn act – activates MT1-MMP transcription | HT1080 MT1-MMP promoter luciferase reporter, luminescence, overnight; stronger effect = higher value | activation factor at 10 µM | actives 0.16% (n = 86,000) | AID 750;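 active = activation factor of at least 2 for MT1-MMP transcription at 10 µM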
# Pyk2 oligo antag – antagonists of human Pyk2 oligomerization. Q14289. Q293 cells, Pyk2 FERM NanoBiT luminescence; stronger effect = lower value. z-score (the deposit names both 25 µM and 10 µM). actives 0.83% (n = 99,000). AID 1347419;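 active = Z-score of -3 or lower, scaled per plate to the spread of control and sample wells; inactive = z-score above -3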;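 note: negative z-score means lost luminescence so less FERM oligomerization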
# Mac1 fbg enh – increases human CD11b/CD18 adhesion to fibrinogen. K562 CD11b/CD18 adhesion to fibrinogen, ATPlite luminescence. activation, % at 10 µM. actives 0.07% (n = 93,000). AID 1499;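 active = 10 µM primary screen giving 50% or more activity, confirmed by 40% or more on retest at that dose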; note: strong numbers were not always called active; reference of the scale not given here
# CYP2C9 act – CYP2C9 (human) activation | recombinant CYP2C9, luciferin-H conversion, luminescence; stronger effect = higher value; factor 1 = untreated enzyme, 0 = blocked | activation factor at 5 µM | actives 1.4% (n = 96,000) | AID 1024;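 active = activation factor of 2 or more for CYP2C9 at a 5 µM dose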;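 note: 0 = sulfaphenazole-blocked wells and 1 = vehicle-only wells; values of inactives mirror those of a sister screen read the other way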
# CYP2C19 inhib – blocks human cytochrome P450 2C19. P33261. AID 778. actives 21% (n = 96,000). CYP2C19 Supersomes, luciferin-H EGE luminescence, 30 min. inhibition, % at 5 µM;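 active = CYP2C19 inhibition above a set limit at 5 µM in the primary screen, cut at about 50% in these data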;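 note: plate controls were negative control wells for no effect and 2.5 mM tranylcypromine positive control for full effect; values of inactives mirror those of a sister screen read the other way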
# Target sequence (P33261 whole entry, looked up): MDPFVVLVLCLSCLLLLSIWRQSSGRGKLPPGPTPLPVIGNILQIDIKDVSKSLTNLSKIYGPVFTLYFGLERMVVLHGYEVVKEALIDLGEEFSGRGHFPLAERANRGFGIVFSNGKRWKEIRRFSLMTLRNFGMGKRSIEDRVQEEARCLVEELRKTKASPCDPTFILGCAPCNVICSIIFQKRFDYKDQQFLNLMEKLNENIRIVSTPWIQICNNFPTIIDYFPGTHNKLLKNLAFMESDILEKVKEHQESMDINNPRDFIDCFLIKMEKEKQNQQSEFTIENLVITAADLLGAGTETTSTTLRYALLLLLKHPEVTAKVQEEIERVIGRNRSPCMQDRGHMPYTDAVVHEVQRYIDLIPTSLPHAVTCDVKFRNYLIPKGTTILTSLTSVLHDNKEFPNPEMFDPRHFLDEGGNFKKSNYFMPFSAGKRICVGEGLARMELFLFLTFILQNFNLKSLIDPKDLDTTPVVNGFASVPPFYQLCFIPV
# CYP2C19 activ – cytochrome P450 2C19 (human) activation | P33261 | 96,000 tested, under 10 active | activation factor at 5 µM | recombinant CYP2C19, luciferin-H EGE luminescence; stronger effect = higher value; 0 = fully inhibited enzyme, 1 = untreated enzyme;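 active = activation factor of at least 2 at 5 µM in the primary screen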;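 note: 0 = wells with 2.5 mM tranylcypromine and 1 = vehicle-only wells; values of inactives mirror those of a sister screen read the other way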
# CD11b adhes inh – CD11b/CD18-fibrinogen binding inhibition | K562 CD11b/CD18 adhesion to fibrinogen, ATPlite luminescence; Mn2+ added to activate the integrin | inhibition, % at 10 µM | actives 0.54% (n = 93,000) | AID 1497;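 active = primary inhibition of 50% or more at 10 µM, then 40% or more on retest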; note: some results filed as inactive read as strong as hits
# PLAP activator – activators of human placental alkaline phosphatase. activation fold at 20 µM. purified PLAP enzyme, luminescent substrate read-out; stronger effect = higher value. actives 1.2% (n = 96,000). P05187; in the data active = activation fold above about 2
# Target sequence (P05187 whole entry, looked up): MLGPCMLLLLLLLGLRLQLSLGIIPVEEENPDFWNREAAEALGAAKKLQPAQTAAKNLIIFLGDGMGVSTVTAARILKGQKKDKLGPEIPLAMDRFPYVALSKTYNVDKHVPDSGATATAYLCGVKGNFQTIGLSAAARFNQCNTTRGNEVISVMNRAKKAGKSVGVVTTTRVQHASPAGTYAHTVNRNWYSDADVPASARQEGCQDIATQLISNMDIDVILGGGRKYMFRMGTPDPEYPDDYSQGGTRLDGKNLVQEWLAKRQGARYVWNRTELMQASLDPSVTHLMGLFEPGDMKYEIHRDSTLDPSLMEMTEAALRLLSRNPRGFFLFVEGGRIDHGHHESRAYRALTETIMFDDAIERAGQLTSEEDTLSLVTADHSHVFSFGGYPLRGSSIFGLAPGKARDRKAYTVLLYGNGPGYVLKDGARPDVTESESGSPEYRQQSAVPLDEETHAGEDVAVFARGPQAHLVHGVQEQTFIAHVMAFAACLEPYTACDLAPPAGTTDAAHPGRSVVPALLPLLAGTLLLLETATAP
# * hit, by the source's call; x = no result given.
SMILES,CYP2C9 inhib,MT1-MMP txn act,Pyk2 oligo antag,Mac1 fbg enh,CYP2C9 act,CYP2C19 inhib,CYP2C19 activ,CD11b adhes inh,PLAP activator
CCC(=O)c1ccccc1OCCCn1cncn1,31,1.2,1.6,3,0.7,90*,0.1,-28,0.9
CC(=O)Nc1ccc(S(=O)(=O)n2cnc3ccccc32)cc1,13,1.1,-0.24,-3,0.9,31,0.7,4,0.9
N#CCCSc1ccccc1NC(=O)c1ccc(S(=O)(=O)N2CCCC2)cc1,76*,1.1,x,1,0.2,19,0.8,4,0.9
COc1ccc(CN2CC(C(=O)NCCc3ccccc3)CC2=O)cc1 (centres undefined),1,1,0.93,-1,1,-1,1,-6,0.9
Cc1ccc(C2C3=C(NCCN=C3c3ccccc3)C(=O)N2c2ccccc2)cc1 (centres undefined),-11,1.1,0.16,-2,1.1,-4,1,-10,1.4
Cc1cc(NC(=O)c2noc3c2CCCCC3)no1,4,1.7,0.51,1,1,-2,1,-2,0.8
CC1(C)Cc2nc3nc(SCC(=O)NCCc4ccccc4)n(-c4ccccc4)c(=O)c3cc2CO1,7,1.1,-0.12,x,0.9,-8,1.1,x,1.1
CCCCN(Cc1cc2cc(OC)ccc2[nH]c1=O)C(=O)c1ccco1,70*,1.1,-0.04,-3,0.3,74*,0.3,-4,1.4
COc1ccc(N2CCN(c3ncnc4c3[nH]c3ccccc34)CC2)cc1,0,x,-3.5*,-4,1,-7,1.1,18,1
COCC(=O)N(C)C1(c2nnnn2CCOC(=O)Nc2cccc3ccccc23)CCCC1,20,1.1,0.39,0,0.8,41,0.6,-4,1.5
CCOC(=O)c1sc(NC(NC(=O)c2ccco2)(C(=O)OC)C(F)(F)F)nc1C (centres undefined),56*,1.1,-0.7,-1,0.4,7,0.9,13,1.1
O=S(=O)(N/N=C\c1ccc2c(c1)OCO2)c1ccc(Cl)cc1,86*,x,1.7,8,0.1,36,0.6,1,1.2
COc1ccc(NC(=O)CSc2nc(O)c(Cc3ccccc3)c(=O)[nH]2)cc1,0,1.3,1.8,-2,1,-9,1.1,10,1
C=CCOC(=O)C1=C(C)NC(SCC(=O)N(CC)CC)=C(C#N)C1c1ccccc1 (centres undefined),90*,1.1,-2.6,-3,0.1,97*,0,2,1.5
O=C1[C@@H]2[C@H](C(=O)N1O)[C@H]1C=C[C@@H]2C1,-10,1,0.33,2,1.1,-2,1,-40,0.8
CCOC(=O)c1ccccc1NC(=O)CSc1nc2c(c(=O)n(C)c(=O)n2C)n1C,-20,0.9,x,3,1.2,-23,1.2,-6,1
O=C(NCCNS(=O)(=O)c1ccc(Cl)cc1)c1cc(OCC(F)(F)F)ccc1OCC(F)(F)F,-6,x,0.87,2,1.1,42,0.6,0,1.1
O=C(O)C1C2C=CC(C2)C1C(=O)N1CCOCC1 (centres undefined),-12,1.1,-0.92,1,1.1,-11,1.1,-41,0.8
O=C(NNC(=O)c1cc(OCC(F)(F)F)ccc1OCC(F)(F)F)c1ccc(Cl)c(Cl)c1,5,x,-0.52,2,0.9,-2,1,-29,1.1
CCCCCOc1ccccc1C(=O)NCC(=O)O,7,1,-0.02,x,0.9,10,0.9,x,1.1
COC(=O)/C(=C\Nc1ccc(Cl)cc1Cl)NC(=O)c1ccccc1,16,x,-1.2,-1,0.8,2,1,6,1
C=CCn1c(SCC(=O)Nc2ccc3c(c2)OCO3)nnc1-c1cc(Br)ccc1O,82*,1.1,-1.6,7,0.2,49,0.5,4,1.3
CN1CCN(S(=O)(=O)c2ccc(NC(=O)c3csc4ccccc34)cc2)CC1,36,1.2,-0.39,-7,0.6,29,0.7,-2,1
Cc1ccc(CNC(=O)C2CCC(CNc3c(N4CCOCC4)c(=O)c3=O)CC2)cc1 (centres undefined),14,x,x,-2,0.9,8,0.9,-3,1.5
COc1ccc(-c2nnc(SCC(=O)N3CCCC(C)C3)o2)c(OC)c1 (centres undefined),20,1.1,-0.21,1,0.8,71*,0.3,7,1.6

# Next entries
SMILES,CYP2C9 inhib,MT1-MMP txn act,Pyk2 oligo antag,Mac1 fbg enh,CYP2C9 act,CYP2C19 inhib,CYP2C19 activ,CD11b adhes inh,PLAP activator
Cc1ccc(NC(=O)c2cccc3c2-c2ccccc2C3=O)cc1C,68*,x,-0.92,-1,0.3,84*,0.2,3,1.2
Cc1cccc(OCCOCCSc2ncccn2)c1,12,1.3,-0.07,32,0.9,37,0.6,-6,1.2
O=c1c2ccccc2nc(CSc2nnnn2-c2ccccc2)n1-c1cccc(C(F)(F)F)c1,-1,1.1,0.92,-3,1,41,0.6,17,0.9
CC(C)n1c(N2CCN(C(=O)N3CCCCC3)CC2)nc2ccccc21,-28,1,-0.23,1,1.3,15,0.8,4,1.3
Cc1cccc(NC(=O)CN(C)S(=O)(=O)c2cccc3nsnc23)c1C,-38,1.2,0.15,x,1.4,60*,0.4,x,0.8
CCc1cc2c(=O)n(-c3ccc(Br)cc3)cnc2s1,17,x,0.57,-4,0.8,6,0.9,5,0.8
CC(=O)C(Cc1cnc(Cl)s1)(Cc1cnc(Cl)s1)C(C)=O,11,x,1.4,1,0.9,69*,0.3,-12,1.1
CCc1ccc(N(C(=O)c2csnn2)C(C(=O)NCc2ccccc2)c2ccco2)cc1 (centres undefined),43,1.1,-1.2,x,0.6,47,0.5,x,1.1
Cc1nn(-c2ccccc2)c2sc(C(=O)NNC(=O)COc3cccc4ccccc34)cc12,36,x,1.1,x,0.6,33,0.7,x,1.5
COC(=O)c1cc2occc2n1Cc1c(F)cccc1Cl,25,1.1,x,2,0.8,12,0.9,14,1.1
COc1ccc(C(N)=O)cc1NC(=O)CC(O)(C(F)(F)F)C(F)(F)F,15,1.2,0.17,-2,0.8,-8,1.1,-9,1
CCOC(=O)C1CCCN(c2c(N3CCC(N4CCCCC4)CC3)c(=O)c2=O)C1 (centres undefined),-6,1.3,x,3,1.1,-3,1,-22,1
CCc1ccc(-c2nnn(Cc3nn[nH]n3)n2)cc1,24,1,0.28,-3,0.8,14,0.9,-7,1.1
CCOC(=O)c1c(N)sc2c(OC)c(Br)ccc12,63*,1,-0.32,-1,0.4,2,1,7,1.1
Cc1cnc(NC(=O)c2ccc(-c3nc4ccccc4s3)o2)s1,56*,1.4,-1.9,-2,0.4,75*,0.2,0,1.7
O=C(c1cc2nc(-c3cccs3)cc(C(F)(F)Cl)n2n1)N1CCCc2ccccc21,89*,x,-1.5,11,0.1,32,0.7,-8,1.5
O=C(c1cn(-c2ccccc2)nc1-c1ccccc1)n1nnc2ccccc21,0,0.9,0.02,-4,1,-1,1,0,0.9
CC1(C)Cc2ccccc2-c2nnc(SCC(=O)N3CCN(c4ccccc4)CC3)n21,62*,0.9,-0.45,5,0.4,80*,0.2,28,1.4
CCOc1cc(/C=C2\N=C(SCC)SC2=O)cc([N+](=O)[O-])c1OC(C)=O,72*,x,-0.42,-12,0.3,-8,1.1,75,1
COc1ccccc1NC(=S)N(CCc1nc2cc(C)c(C)cc2[nH]1)Cc1cccnc1,-82,x,-1.1,x,1.8,19,0.8,x,1.7
CCOc1ccc(S(=O)(=O)N2CCN(c3ccccc3OC)CC2)c2cccnc12,58*,1.1,0.21,-3,0.4,49,0.5,4,1.4
COc1ccc(OCC(=O)NC(=S)N2CCCc3ccccc32)cc1,41,x,-0.06,-2,0.6,64*,0.4,6,1.2
Cc1cccc(NC(=O)Cn2cccc2)c1,22,1,1.7,x,0.8,24,0.8,x,1
CCCC(=O)c1c[nH]c(C(=O)NCCc2ccccn2)c1,1,x,-0.41,-1,1,-3,1,-12,1
C=CCNC(=O)c1ccncc1,-10,1.1,0.94,-6,1.1,3,1,-11,0.8

# 14 compounds out of the list, ordered by count of non-hydrogen atoms, smallest number first:
SMILES,CYP2C9 inhib,MT1-MMP txn act,Pyk2 oligo antag,Mac1 fbg enh,CYP2C9 act,CYP2C19 inhib,CYP2C19 activ,CD11b adhes inh,PLAP activator
C=CCNC(=O)c1ccncc1,-10,1.1,0.94,-6,1.1,3,1,-11,0.8
O=C1[C@@H]2[C@H](C(=O)N1O)[C@H]1C=C[C@@H]2C1,-10,1,0.33,2,1.1,-2,1,-40,0.8
O=C(O)C1C2C=CC(C2)C1C(=O)N1CCOCC1 (centres undefined),-12,1.1,-0.92,1,1.1,-11,1.1,-41,0.8
CCc1ccc(-c2nnn(Cc3nn[nH]n3)n2)cc1,24,1,0.28,-3,0.8,14,0.9,-7,1.1
Cc1cccc(OCCOCCSc2ncccn2)c1,12,1.3,-0.07,32,0.9,37,0.6,-6,1.2
COc1ccc(OCC(=O)NC(=S)N2CCCc3ccccc32)cc1,41,x,-0.06,-2,0.6,64*,0.4,6,1.2
COc1ccc(CN2CC(C(=O)NCCc3ccccc3)CC2=O)cc1 (centres undefined),1,1,0.93,-1,1,-1,1,-6,0.9
COc1ccc(N2CCN(c3ncnc4c3[nH]c3ccccc34)CC2)cc1,0,x,-3.5*,-4,1,-7,1.1,18,1
O=C(c1cn(-c2ccccc2)nc1-c1ccccc1)n1nnc2ccccc21,0,0.9,0.02,-4,1,-1,1,0,0.9
C=CCOC(=O)C1=C(C)NC(SCC(=O)N(CC)CC)=C(C#N)C1c1ccccc1 (centres undefined),90*,1.1,-2.6,-3,0.1,97*,0,2,1.5
CCc1ccc(N(C(=O)c2csnn2)C(C(=O)NCc2ccccc2)c2ccco2)cc1 (centres undefined),43,1.1,-1.2,x,0.6,47,0.5,x,1.1
Cc1nn(-c2ccccc2)c2sc(C(=O)NNC(=O)COc3cccc4ccccc34)cc12,36,x,1.1,x,0.6,33,0.7,x,1.5
O=C(NCCNS(=O)(=O)c1ccc(Cl)cc1)c1cc(OCC(F)(F)F)ccc1OCC(F)(F)F,-6,x,0.87,2,1.1,42,0.6,0,1.1
CC1(C)Cc2nc3nc(SCC(=O)NCCc4ccccc4)n(-c4ccccc4)c(=O)c3cc2CO1,7,1.1,-0.12,x,0.9,-8,1.1,x,1.1

# New compounds follow
SMILES,CYP2C9 inhib,MT1-MMP txn act,Pyk2 oligo antag,Mac1 fbg enh,CYP2C9 act,CYP2C19 inhib,CYP2C19 activ,CD11b adhes inh,PLAP activator
Cc1cc(OCC(=O)Nc2ccc(S(=O)(=O)N3CCN(C)CC3)cc2)cc(C)c1Cl,-30,1.1,0.97,2,1.3,12,0.9,-13,1.1
FC(F)(F)c1cccc(OCCOCCn2cncn2)c1,33,1.2,-0.38,1,0.7,86*,0.1,-17,0.9
O=C(c1ccc([N+](=O)[O-])cc1)N(Cc1ccc(Cl)cc1)N1C(=O)CCCC1=O,12,1.1,-0.07,3,0.9,51*,0.5,-32,0.8
CCOC(=O)c1[nH]c(C)c(C(=O)Nc2ccc(C)c(C)c2)c1C,-63,1.1,x,-3,1.6,45,0.6,-4,0.9
Cc1ccc(NC(=O)/C(=C\c2cccc(Br)c2)NC(=O)c2ccco2)cc1,30,x,-1.1,-2,0.7,-4,1,6,0.8
CCn1cnc2c1c(=O)n(CC(=O)Nc1cc(C)on1)c(=O)n2Cc1ccccc1,34,1.1,0.63,1,0.7,31,0.7,34,1.6

# The order is random. Share with any hit: about 31%.
